# p53 reactivation – mutant p53 re-activation in reporter cells; H1299 p53-A138V BP100-luciferase reporter, luminescence, 24 h; Potency, µM (series often up to 92.2 µM), for inactives: top-dose activity change, positive = activation, most hits filed as activators; hit rate 0.063% among 320,000; also: potency is read from the fitted curve at half-maximal effect; % of control where 0% means no effect; nearly all actives have a fitted effect of over 45% in size
#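 p53-null H1299 cells stably carrying temperature-sensitive p53-A138V and a BP100-luciferase reporter were pinned with compounds (4-point, 1:5 series) and held 24 hrs at 37 deg C. Luminescence was read 10 min after detection reagent.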
# Gal4-VP16 FLuc – Gal4-VP16 reporter inhibition counter-screen. hit rate 3.5% among 310,000. Potency, µM (series often up to 53.6 µM), for inactives: at the top dose activity, negative = inhibition, hits mostly inhibitors. Drosophila S2 Gal4-VP16 UAS-luciferase, luminescence, 20 h;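 also: Gal4-VP16 expression switched on by copper sulfate through the metallothionein promoter; potency is read from the fitted curve at half-maximal effect; % is scaled to controls: 0 for no effect and ±100 for the full control effect; nearly all actives have a fitted effect of over 50% in size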
# ELG1 genotox – induces genotoxicity in HEK293T cells with luciferase-tagged ELG1 | HEK293T ELG1-luciferase reporter, luminescence, 16 h | Potency, µM (top dose mostly 46 µM), inactives show at the highest dose activity change, positive = activation, hits mostly activators | hit rate 1.3% among 330,000; also: potency is read from the fitted curve at half-maximal effect; % of control where 0% means no effect; nearly all actives have a fitted effect of over 60% in size
#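 Genotoxicity was scored as increased ELG1-luciferase reporter signal, measured by ONE-Glo luminescence (30 min, room temperature). Compound or vehicle exposure of the HEK293T reporter cells lasted 16 hr at 37°C.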
# BRCA1 expr up – increases BRCA1 expression; hit rate 1.1% among 380,000; AID 624202; MCF7-BRCA1-FFLuc reporter, luminescence, 48 h; response scale: scaled: vehicle 0%, 10 µM genistein 100%; Potency, µM (highest dose often 46.1 µM), without a hit: top-dose activation, actives largely listed as activators; also: potency is read from the fitted curve at half-maximal effect; nearly all actives have a fitted effect of over 80% in size; some results filed as inactive show a strong effect at the top dose
#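 Luminescence from a BRCA1-driven firefly luciferase in MCF7 cells was the read-out, taken 15 min after substrate addition following 48 h compound exposure at 37 °C. Data were normalized to a 10 microM genistein control and DMSO vehicle.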
# Tb PFK inh – T. brucei PFK enzyme inhibition. O15648. T. brucei PFK, ADP-Glo luminescence. Potency, µM (titrated, usually from 57.5 µM), for inactives: at the highest dose activity, negative = inhibition, most hits filed as inhibitors. hit rate 0.17% among 330,000. AID 485367;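 also: potency is read from the fitted curve at half-maximal effect; 0% = uninhibited 1x PFK enzyme wells and -100% = no-enzyme wells; nearly all actives have a fitted effect of over 60% in size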
#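 PFK 1.25 nM, F6P 0.5 mM, ATP 0.1 mM, 0.1 M TEA pH 8.0, 5 mM MgCl2, 0.01% Tween20, 0.1% BSA; 45 min RT. ADP-Glo readout. qHTS titration up to 57 uM; curves fitted, compounds curve-classed.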
# ELG1 DNA repair – ELG1-dependent DNA repair inhibition; hit rate 2.3% among 330,000; Potency, µM (doses to about 46.1 µM), without a hit: at the highest dose activity change, negative = inhibition, actives largely listed as inhibitors; HEK293T ELG1-luciferase reporter, luminescence, 16 h; DNA damage induced by 5-fluorouridine; also: potency is read from the fitted curve at half-maximal effect; % is scaled to controls: 0 for no effect and ±100 for the full control effect; nearly all actives have a fitted effect of over 55% in size
#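 Step one: seed 2,000 cells per well. Step two: pin-transfer compound or DMSO alongside 5-fluorouridine. Step three: incubate 16 hr, 37 °C, 5% CO2. Step four: add ONE-Glo, wait 30 min, read luminescence.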
# TRPV1 agonist – human TRPV1 agonism; hit rate 0.19% among 320,000; activation, % at 8.33 µM; TRPV1-expressing cells, Fluo-8 calcium influx, agonist mode; in the data active = activation above about 80%; inconclusive = between about 30% and that limit; also: 0% is about no effect
#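 Fluo-8 calcium influx in TRPV1-expressing cells, kinetic read (ex 480/em 520 nm). Compound added and read 3 min for agonist activity, followed by capsaicin at EC20 final and 2 min further read for enhancement.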
# RORgamma inh – ROR gamma (mouse) transcription inhibition; Drosophila S2 Gal4-RORgamma UAS-luciferase reporter, 20 h; Potency, µM (doses to about 53.6 µM), inactives show at the top dose activity change, negative = inhibition, usual class: inhibitors; hit rate 5.4% among 310,000; also: potency is read from the fitted curve at half-maximal effect; % is scaled to controls: 0 for no effect and ±100 for the full control effect; nearly all actives have a fitted effect of over 60% in size
# Target sequence (P51450 whole entry, looked up, the tested form may be a part): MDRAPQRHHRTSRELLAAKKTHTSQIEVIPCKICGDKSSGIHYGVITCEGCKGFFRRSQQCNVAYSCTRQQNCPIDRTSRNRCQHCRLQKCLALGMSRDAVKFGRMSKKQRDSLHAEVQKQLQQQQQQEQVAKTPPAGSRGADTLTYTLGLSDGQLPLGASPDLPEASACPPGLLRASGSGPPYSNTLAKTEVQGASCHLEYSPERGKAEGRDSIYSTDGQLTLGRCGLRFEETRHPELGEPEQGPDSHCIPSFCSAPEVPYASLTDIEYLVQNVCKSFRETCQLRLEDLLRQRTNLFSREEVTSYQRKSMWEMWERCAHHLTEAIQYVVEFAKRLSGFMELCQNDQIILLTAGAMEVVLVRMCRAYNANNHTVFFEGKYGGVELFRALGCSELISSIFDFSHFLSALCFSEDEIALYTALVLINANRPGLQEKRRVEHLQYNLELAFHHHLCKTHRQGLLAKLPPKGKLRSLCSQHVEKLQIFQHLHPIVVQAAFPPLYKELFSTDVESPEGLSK
#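 In this cell-based reporter format, copper sulfate (700 uM final) drives Gal4–ROR gamma fusion expression from a metallothionein promoter in Drosophila Schneider cells; compounds preincubated 1 hr, reporter read after 20 hr at ambient temperature.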
# Rab9 prom act – activators of Rab9 promoter; Huh7 Rab9 promoter-luciferase reporter, luminescence, 24 h; AID 485297; Potency, µM (highest dose often 9.22 µM), for the others: top-dose activation, negative = inhibition, most hits filed as activators; hit rate 2.8% among 320,000; also: potency is read from the fitted curve at half-maximal effect; % of control where 0% means no effect; nearly all actives have a fitted effect of over 60% in size
#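 Luminescence read-out: Huh7 cells stably expressing Rab9-luciferase, treated 24 h with compound at 37 °C, then lysed with luciferase reagent for 10 min at ambient before reading.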
# FLuc counter – counter-screen for miR-21 project: firefly luciferase inhibitors or activators; hit rate 6.9% among 360,000; P08659; AID 588342; Potency, µM (top dose mostly 57.5 µM), without a hit: at the highest dose activity change, negative = inhibition, hits mostly inhibitors; purified FLuc, Km substrates, luminescence inhibition;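 also: potency is read from the fitted curve at half-maximal effect; plate controls were vehicle for no effect and reference inhibitor for full effect; nearly all actives have a fitted effect of over 55% in size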
# Target sequence (P08659 whole entry, looked up): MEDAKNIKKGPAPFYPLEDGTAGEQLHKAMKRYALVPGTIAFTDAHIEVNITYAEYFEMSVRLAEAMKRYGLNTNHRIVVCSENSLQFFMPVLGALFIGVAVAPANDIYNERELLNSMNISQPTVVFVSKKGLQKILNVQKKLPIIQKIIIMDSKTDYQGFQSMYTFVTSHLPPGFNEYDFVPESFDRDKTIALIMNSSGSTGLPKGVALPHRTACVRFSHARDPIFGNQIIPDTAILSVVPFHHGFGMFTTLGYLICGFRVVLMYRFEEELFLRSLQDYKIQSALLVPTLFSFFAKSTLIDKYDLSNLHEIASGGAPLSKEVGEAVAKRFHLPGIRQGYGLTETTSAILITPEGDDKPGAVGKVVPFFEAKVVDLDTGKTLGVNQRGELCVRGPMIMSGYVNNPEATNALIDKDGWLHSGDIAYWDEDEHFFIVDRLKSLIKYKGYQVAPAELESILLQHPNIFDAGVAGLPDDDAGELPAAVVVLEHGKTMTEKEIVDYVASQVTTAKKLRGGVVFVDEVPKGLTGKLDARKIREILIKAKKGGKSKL
#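 Purified P. pyralis luciferase (10nM final) with 10uM D-luciferin and 10uM ATP (Km levels) in 50mM Tris acetate pH 7.5, 10mM Mg acetate, 0.01% Tween-20, 0.05% BSA; qHTS 6-point titration, ~60 µM downward; luminescence read.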
# NPC1 promoter act – activators of NPC1 promoter; Huh7 NPC1 promoter luciferase reporter, 24 h; Potency, µM (top dose mostly 9.22 µM), without a hit: top-dose activation, most hits filed as activators; hit rate 2.4% among 320,000; AID 485313;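 also: potency is read from the fitted curve at half-maximal effect; % of control where 0% means no effect; nearly all actives have a fitted effect of over 60% in size; reporter is driven by a mutant NPC1 promoter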
#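 Luciferase expression driven by the NPC1 promoter was measured in stably transfected Huh7 cells after a 24 h compound incubation, using a luciferase reagent and a luminescence read.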
# An asterisk follows results filed as active; ? = inconclusive; . = no result given; [ ] = dose if it differs, or a comment. Unless noted, calls follow the shape of the dose curve; as a rule, active = well fitted curve in the direction sought with a large enough effect; inconclusive = small, poorly fitted or top-dose-only effect, or another doubt; inactive = no such curve, though single readings can be large; an effect the other way counts as inactive or inconclusive.
SMILES,p53 reactivation,Gal4-VP16 FLuc,ELG1 genotox,BRCA1 expr up,Tb PFK inh,ELG1 DNA repair,TRPV1 agonist,RORgamma inh,Rab9 prom act,FLuc counter,NPC1 promoter act
Cc1cc(C(=O)Nc2ccc(C(=O)O)cc2)c(C)o1,11.0%,14.1%,1.0%,21.2%,2.9%,13.9%,-0.1,7.6%,0.1%,?,1.2%
COc1cc(/C=N\NC(=O)c2c(C)nc3cc(C)ccn23)ccc1O,-5.2%,-9.0%,1.0%,0.0%,1.0%,-2.0%,1.9,0.2%,-15.6%,-8.8%,-2.0%
N#Cc1cccc(N=Cc2c(O)ccc3ccccc23)c1,.,?,0.7%,-24.9%,?,11.4%,-6.7,?,-1.5%,1.3%,-3.5%
COc1cc(C)ccc1OCc1cc(C(=O)N2CCCCCC2)no1,18.8%,?,1.6%,74.5%,-4.9%,?,21.2,-6.8%,22.0%,?,17.7%
CCOC(=O)N1CCN(C(=O)CN(Cc2ccccc2)S(=O)(=O)c2ccc(OC)c(C)c2)CC1,-7.2%,-4.8%,-12.5%,-1.6%,4.8%,?,6.1,-3.3%,-5.8%,0.7%,1.2%
CC12CCC(c3n[nH]c(=S)nc31)C2(C)C (centres undefined),4.9%,?,-0.3%,-16.5%,0.3%,5.3%,7.6,12.6µM*,-10.9%,-0.2%,1.2%
COc1cc(C(=O)OCCNC(=O)c2ccccc2)cc(OC)c1OC,-3.1%,4.0%,0.0%,-36.5%,-0.8%,?,1.3,3.5%,-3.5%,5.9%,-3.7%
CCc1nc(Sc2nnnn2-c2ccccc2)c2c3c(sc2n1)CCCC3,-9.1%,-5.4%,-15.4%,-8.9%,-4.6%,?,9.0,-6.8%,-2.6%,1.2%,-4.5%
CCC1COC(c2cccn2Cc2ccccc2Cl)=N1 (centres undefined),-2.0%,4.3%,-0.1%,1.0%,-1.2%,-0.7%,-2.1,8.91µM*,-8.5%,-4.1%,-4.1%
OC1(c2cccnc2)CCN(Cc2nnnn2Cc2ccccc2)CC1,-0.2%,-0.6%[10 µM],3.8%,-3.7%,-4.3%,3.7%,-1.5,11.3%,-1.5%,-1.2%,-6.4%
Cc1c(Br)ccc(NC(=O)Cn2nc(-c3cccs3)ccc2=O)c1C,-1.5%,0.0%,-0.4%,-9.6%,?,?,2.3,11.1%,-3.2%,-1.0%,6.5%
Cc1ccc2oc(C(=O)Nc3ccc(S(=O)(=O)Nc4onc(C)c4C)cc3)cc(=O)c2c1,-4.6%,1.5%,-0.3%,15.8%,?,17.3%,0.0,-0.5%,-1.1%,3.3%,0.0%
Cc1nnc(SCC(=O)NC(C)(C)C)n1NCc1c(F)cccc1Cl,-1.8%,6.9%,0.4%,-19.5%,3.0%,-7.7%,0.2,-28.2%,-1.4%,-0.8%,-0.7%
Clc1ccc2nc(N3CCCCC3)sc2c1,?,?,?,?,-3.5%,?,10.7,3.4%,2.51µM*,2.69µM*,1.41µM*
O=C(NCc1ccco1)c1ccc(COCC(F)(F)C(F)F)cc1,6.6%,-4.0%,-1.1%,-38.8%,-6.9%,10.2%,14.5,32.0%,0.1%,-5.3%,0.9%
Cc1ccc(N(C)S(=O)(=O)c2cccc(C(=O)NCCCN3CCCC3=O)c2)cc1,-6.5%,.,1.9%,-0.9%,10.2%,2.8%,-6.9,.,-4.8%,-0.1%,2.4%
CC(C)NC(=O)C1CCN(Cc2cnn(-c3ccccc3)c2-n2cccc2)CC1,-10.9%,-2.4%,-0.2%,3.9%,-1.9%,17.9%,-0.7,-13.2%,-2.3%,4.8%,0.0%
O=C(Nc1ccccc1N1CCOCC1)c1ccc(Cl)c(S(=O)(=O)NCc2ccco2)c1,-1.2%,-3.1%,-10.7%,-24.6%,-4.6%,16.4µM*,-0.4,29.0%,-9.0%,2.3%,-3.7%
CCOC(=O)C1=C(C)NC(C)=C(C(=O)OCC)C1C(=O)OCC(=O)NC1CCCCC1,2.8%,.,-5.2%,1.2%,0.0%,10.3µM*,.,.,.,.,.
C[C@H](CO)N1C[C@H](C)[C@@H](CN(C)S(=O)(=O)c2cccs2)Oc2ccc(NS(=O)(=O)c3cn(C)cn3)cc2C1=O,-3.2%,.,3.5%,-3.0%,0.0%,9.0%,.,.,.,.,.
O=C(NCc1ccco1)C1CN(S(=O)(=O)c2ccccc2)CCN1S(=O)(=O)c1ccccc1 (centres undefined),1.8%,-1.2%,0.2%,-0.1%,-10.5%,-16.7%,6.8,27.1%,-6.8%,5.9%,1.7%
Cc1ccc(-c2cc(C(=O)N3CCCc4ccccc43)no2)cc1,?,-0.4%,?,3.16µM*,-11.0%,?,9.5,-11.7%,3.16µM*,4.26µM*,?
CC(C)Oc1ccc(C(=O)Nc2ccc3c(c2)n(C)c(=O)n3C)cc1,10.1%,14.4%,23.1µM*,-40.7%,-0.6%,?,23.1,24.4%,2.4%,12µM*,-0.5%
Cc1ccccc1NC(=O)CSc1nc2c(c(-c3ccco3)c1C#N)CCCC2,-6.8%,0.2%,1.1%,-2.2%,-8.2%,4.8%,-1.3,?,-1.5%,2.1%,-1.2%
CC(C)c1ccc(NC(=O)c2ccc3c(c2)CCN3S(C)(=O)=O)cc1,0.8%,2.0%,-9.7%,2.3%,2.5%,?,?,6.5%,-17.1%,?,-3.1%
CC/C(C)=C1\SC(N2CCN(C(C)=O)CC2)=NC1=O,10.9%,-6.4%,6.0%,-2.8%,-21.2%,?,-1.5,-9.6%,1.9%,1.9%,0.3%
COCC(=O)Nc1nnc(C2CCCCC2)s1,?,2.8%,9.2%,-2.2%,-1.5%,?,-1.2,4.9%,18.6%,5.8%[2.3 µM],18.2%
Cc1ccc(S(=O)(=O)NN2C(=O)c3ccccc3NC2(C)C)cc1,6.5%,5.0%,0.4%,-7.7%,-1.9%,1.6%,-2.6,?,-4.7%,-0.2%,0.8%
CCCOc1ccc(C(CC(=O)O)NC(=O)C(c2ccccc2)c2ccccc2)cc1 (centres undefined),-1.2%,.,1.3%,-15.5%,0.0%,5.4%,0.5,.,5.1%,0.5%,-7.0%
Cc1ccccc1COC(=O)CCCC1=NS(=O)(=O)c2ccccc2N1,6.1%,-0.6%,-2.4%,0.0%,3.3%,11.9%,27.1,32.3%,-1.9%,-3.4%,2.6%
CCC(=O)Nc1cccc(NC(=O)CSc2nnc(-c3ccc(NS(C)(=O)=O)cc3)n2CC)c1,11.6%,4.3%,-0.8%,-2.1%,-7.3%,1.5%,-1.2,2.2%,-5.3%,-9.9%,-0.1%
CCCCOc1ccc(S(=O)(=O)N2CCCCC2)cc1,2.4%,1.0%,-0.1%,-21.9%,-5.2%,-4.0%,22.0,?,-3.3%,-1.7%,-2.0%
CCOc1ccc(N2C(=O)/C(=C/c3cc(OC)c(OC)c(OC)c3)N(CC(=O)OC)C2=S)cc1,9.5%,0.2%,-2.7%,-53.6%,-0.2%,?,5.5,?,1.6%,3.7%,-3.2%
O=C1CC(Cc2ccccc2)C(=O)N1c1ncccn1 (centres undefined),2.8%,-11.3%,14.6µM*,4.1%,3.1%,?,25.2,-42.7%,?,15.1µM*,2.24µM*
Cc1cc2nnc(SCC(=O)Nc3cccc(S(=O)(=O)N4CCOCC4)c3)n2c2ccccc12,7.5%,-19.4%,-1.3%,-7.3%,0.0%,?,-1.1,?,-1.3%,-2.3%,0.1%
COc1ccc(-c2nc(NC(=O)Cn3cnnn3)sc2C)cc1,0.0%,-0.4%,-3.6%,30.4%,-5.2%,6.1%,2.4,?,-2.6%,-8.5%,-0.1%
COc1ccc(Cc2nc3ccc(C(=O)NCC4COCCO4)cc3o2)cc1OC (centres undefined),1.2%,-14.1%,-1.6%,11.5%,-8.2%,-17.9%,0.8,21.3%,3.4%,-0.2%,1.9%
Cc1csc2nc(CSc3ccc(Cl)cc3)cn12,?,-22.2%,?,?,-3.6%,?,?,1.5%,2.51µM*,5.36µM*,2.51µM*
COC(=O)c1sc(Nc2ccccc2)nc1C,24.2%,1.8%,?,0.0%,-5.0%,?,29.9,11.6%,?,19µM*,?
